mIDH1 inhibitor: inhibitors of human mutant IDH1 R132H; O75874; IDH1-R132H enzyme, NADPH consumption, diaphorase/resazurin fluorescence; Potency, µM (series often up to 76.6 µM), inactives show top-dose activity change, negative = inhibition, actives largely listed as inhibitors; 390,000 tested, 0.093% active; AID 602179; further: potency means the concentration at half of the fitted maximal effect; on the % scale 0 is the no-effect control and ±100 the full control effect; nearly all actives have a fitted effect of over 65% in size
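IDH1-R132H (0.5 ug/mL) preincubated 30 min with compound, then NADPH (0.016 mM) and alpha-KG (2 mM) added; 80 min at RT, pH 7.5. Remaining NADPH coupled via diaphorase/resazurin to fluorescence (540/590 nm); concentration-response curves normalized to no-enzyme control.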
TrxR1 inh: inhibitors of rat thioredoxin reductase 1. 390,000 tested, 1% active. Potency, µM (titrated, usually from 114 µM), inactives show at the highest dose activity change, negative = inhibition, actives largely listed as inhibitors. recombinant rTrxR1, NADPH fluorescence consumption, selenite substrate. O89049; further: potency means the concentration at half of the fitted maximal effect; on the % scale 0 is the no-effect control and ±100 the full control effect; nearly all actives have a fitted effect of over 65% in size
Target sequence (O89049 whole entry, looked up): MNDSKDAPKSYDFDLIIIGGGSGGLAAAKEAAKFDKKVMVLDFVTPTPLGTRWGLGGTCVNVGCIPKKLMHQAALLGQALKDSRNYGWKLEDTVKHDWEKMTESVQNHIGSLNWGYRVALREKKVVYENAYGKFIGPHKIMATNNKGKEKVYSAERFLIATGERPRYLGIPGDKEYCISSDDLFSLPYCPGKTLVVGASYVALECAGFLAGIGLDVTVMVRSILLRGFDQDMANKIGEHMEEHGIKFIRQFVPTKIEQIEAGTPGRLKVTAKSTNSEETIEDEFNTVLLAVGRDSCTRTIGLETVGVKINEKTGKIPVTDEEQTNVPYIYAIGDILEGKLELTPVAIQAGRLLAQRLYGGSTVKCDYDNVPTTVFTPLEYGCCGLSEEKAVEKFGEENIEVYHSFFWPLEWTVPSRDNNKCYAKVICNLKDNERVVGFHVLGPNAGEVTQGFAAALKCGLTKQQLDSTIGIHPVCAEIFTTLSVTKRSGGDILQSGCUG
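Rat TrxR1 (90 nM in the dispensed reagent) was pre-reduced with 400 uM NADPH for 5 min at room temperature, then incubated with compound for 15 min. After 400 uM selenite was added, NADPH fluorescence (Ex 340/Em 450 nm) was followed for 8 min.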
TRHR ag: TRH receptor (human) agonism. activation, % at 2 µM. 360,000 tested, 0.18% active. TRHR cells, calcium flux fluo-8, FDSS agonist mode. AID 493084; in the data active means activation above about 30%; further: 0% is about no effect
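TRHR-expressing cells loaded with fluo-8 calcium dye; 23 nL library compound pin-transferred, kinetic FDSS fluorescence (Ex 480/Em 530) recorded about 180 s for agonist-induced calcium release, before a 10 nM TRH EC20 addition for potentiator mode.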
D2 antagonist: D2 dopamine receptor (human) antagonism | inhibition, % at 10 µM | AID 485344 | P14416 | HEK293 TREx D2 cells, calcium flux, dopamine EC80 | 340,000 tested, 2% active; in the data active means inhibition above about 30%; further: 0% is about no effect
Target sequence (P14416 whole entry, looked up): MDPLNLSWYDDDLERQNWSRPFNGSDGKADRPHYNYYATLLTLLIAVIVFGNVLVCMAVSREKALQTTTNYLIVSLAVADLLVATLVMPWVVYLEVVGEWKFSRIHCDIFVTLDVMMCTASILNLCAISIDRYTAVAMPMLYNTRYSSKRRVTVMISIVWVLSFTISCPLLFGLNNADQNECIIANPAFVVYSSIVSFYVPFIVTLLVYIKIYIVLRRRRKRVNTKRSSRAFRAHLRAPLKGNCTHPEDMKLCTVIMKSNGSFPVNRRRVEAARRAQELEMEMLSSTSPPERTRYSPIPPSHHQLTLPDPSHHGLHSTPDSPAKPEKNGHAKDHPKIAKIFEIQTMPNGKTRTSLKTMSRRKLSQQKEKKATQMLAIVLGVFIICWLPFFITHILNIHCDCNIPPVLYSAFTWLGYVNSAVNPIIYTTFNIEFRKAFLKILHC
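Calcium flux kinetic readout in an inducible HEK293 TREx D2 line plated overnight at 30 C. After 180 s compound exposure, an EC80 dopamine challenge follows with another 180 s kinetic read to detect antagonism.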
D2 ag: activates the human D2 dopamine receptor; P14416; HEK293 T-REx D2 cells, calcium flux agonist mode; activation, % at 2 µM; 340,000 tested, 0.53% active;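 active means activation over 3 SD above normal in the single-dose calcium agonist read, cut at about 30% in these data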; further: 0% is about no effect
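Tetracycline-induced HEK293 Trex cells with D2 receptor force-coupled to calcium signaling, plated overnight at 30 C and loaded with no-wash calcium dye. Calcium flux read kinetically for 180 s after compound addition; responses flag agonists.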
TRHR enhancer: TRH receptor (human) allosteric enhancement. P34981. TRHR cells, fluo-8 calcium fluorescence, EC20 TRH enhancement. enhancement, % at 2 µM. 360,000 tested, 0.66% active. AID 493056; in the data active means enhancement above about 30%; further: 0% is about no effect
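Enhancer read-out: after compound pinning and an initial kinetic agonist-mode read, an EC20 of TRH (10 nM final) was injected and fluo-8 calcium signal (Ex 480/Em 530) followed at 1 s/cycle for 100 cycles in TRHR-expressing cells.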
TrxR1 substrate: is turned over as a substrate by rat TrxR1. O89049. purified TrxR1 substrate turnover, NADPH consumption readout. Potency, µM (titrated, usually from 114 µM), inactives show at the highest dose activity change, negative = substrate turnover. 390,000 tested, 0.01% active; further: potency means the concentration at half of the fitted maximal effect; on the % scale 0 is the no-effect control and ±100 the full control effect; nearly all actives have a fitted effect of over 50% in size
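Rat TrxR1, dispensed at 90 nM, was prereduced with 400 uM NADPH (final) for 5 min at ~22 deg C, then incubated with compound 15 min before 400 uM selenite. A first-read NADPH fluorescence drop versus no-compound background flagged substrates.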
Pin1 inhibitor: inhibitors of human Pin1; Q13526; Pin1 FP peptide displacement, HiFluor488, 10 min; Potency, µM (highest dose often 115 µM), for the others: top-dose activity, negative = inhibition, usual class: inhibitors; 390,000 tested, 0.009% active; AID 504891; active means well fitted inhibition curve with a large enough effect in the polarisation, with a control signal flat, not every such curve was filed as active; inconclusive means small, poorly fitted or top-dose-only effect, or effect the other way, or a change in a side signal; inactive means no such curve, though single readings can be large or run the other way; the % refers to the polarisation; further: potency means the concentration at half of the fitted maximal effect; on the % scale 0 is the no-effect control and ±100 the full control effect
Target sequence (Q13526 whole entry, looked up): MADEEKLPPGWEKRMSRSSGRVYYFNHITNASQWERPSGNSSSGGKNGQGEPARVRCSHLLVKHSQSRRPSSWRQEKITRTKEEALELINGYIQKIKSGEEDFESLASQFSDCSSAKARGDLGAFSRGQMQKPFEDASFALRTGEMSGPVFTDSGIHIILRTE
USP1 inh: inhibitors of human USP1/UAF1 deubiquitinase; 390,000 tested, 0.23% active; Potency, µM (highest dose often 57.1 µM), for inactives: at the highest dose activity change, negative = inhibition, actives largely listed as inhibitors; AID 743255; recombinant USP1/UAF1, Ub-Rhodamine cleavage fluorescence; O94782; further: potency means the concentration at half of the fitted maximal effect; on the % scale 0 is the no-effect control and ±100 the full control effect; nearly all actives have a fitted effect of over 60% in size; inactives centre near -12
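In this screen, compounds sit with the deubiquitinase complex (1nM) for 15 min at room temperature before Ub-Rho is added at 150nM final. Fluorescence rise is then followed for 6 reads every 60 seconds.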
Active calls of the source: *; ? = inconclusive; . = no result given; [ ] = another dose, or the depositor's remark. Unless noted, the call rests on the fitted dose curve; in most records, active means well fitted inhibition curve with a large enough effect; inconclusive means small, poorly fitted or top-dose-only effect; inactive means no such curve, though single readings can be large or run the other way. Only part of the results is shown; rates above refer to the full screens.

SMILES | mIDH1 inhibitor | TrxR1 inh | TRHR ag | D2 antagonist | D2 ag | TRHR enhancer | TrxR1 substrate | Pin1 inhibitor | USP1 inh
CC(=O)c1ccc(-n2nnnc2SCC(=O)NC2CCCCC2)cc1 | 7.5% | 21.6% | 0.2 | 4.7 | 0.7 | -5.8 | 4.0% | 2.5% | ?
COc1ccc(CC(=O)Nc2cccc(C(=O)O)c2C)cc1 | 8.6% | 14.0% | -0.3 | 8.1 | 1.3 | -0.4 | 5.4% | -1.3% | 8.3%
Cn1c(=O)cc(OCCCC(=O)Nc2ccccn2)c2ccccc21 | 6.3% | -7.0% | 0.1 | 5.0 | . | 7.0 | -10.1% | -1.6% | -19.2%
CC(C)c1ccc(-c2nn[nH]n2)cc1 | 2.4% | 4.3%[57.1 µM] | -0.4 | 3.6 | 0.8 | -1.2 | -4.8% | 0.5% | 9.0%
CCOc1ccc(CCNC(=O)c2cccc(C#N)c2)cc1OCC | 15.4% | 25.0%[57.1 µM] | 0.0 | -2.5 | 1.1 | 0.5 | 7.4%[57.1 µM] | -17.4% | -20.8%
CC(C)(C)c1cc(CCC(=O)NCc2ccccn2)cc(C(C)(C)C)c1O | -1.4% | 1.1% | -0.8 | 4.6 | -0.8 | -0.6 | -4.8% | 3.8% | -2.7%
CC1(C)[C@H]2CC[C@]1(C)[C@@H](OC(=O)C[N+]1(C)CCOCC1)C2 | 12.6% | 18.2%[11.4 µM] | -0.2 | 29.3 | 0.6 | -1.5 | -5.9% | -11.6% | 8.6%
CCc1cc(=O)oc2cc(C)cc(OCC(=O)NCC(O)c3ccccc3)c12 (configuration not stated) | 18.5% | 9.8% | -0.1 | -16.1 | -0.6 | 6.2 | 83.5%[activator] | -8.6% | -13.6%
CCCNC(=O)c1ccc(N2CCC3(CC2)CC(c2ccccc2)=NO3)c(NC(=O)c2cccc(C)c2)c1 | 9.4% | 37.7% | 0.0 | -4.3 | -2.0 | -1.0 | 22.6% | 8.3% | 14.0%
CCCCCCCCNCCS(=O)(=O)NCc1ccccc1OC | 6.2% | -25.3% | . | . | . | . | -4.0% | -9.0% | ?

Grouped by structure: the entries above with an aryl methoxy group
SMILES | mIDH1 inhibitor | TrxR1 inh | TRHR ag | D2 antagonist | D2 ag | TRHR enhancer | TrxR1 substrate | Pin1 inhibitor | USP1 inh
COc1ccc(CC(=O)Nc2cccc(C(=O)O)c2C)cc1 | 8.6% | 14.0% | -0.3 | 8.1 | 1.3 | -0.4 | 5.4% | -1.3% | 8.3%
CCCCCCCCNCCS(=O)(=O)NCc1ccccc1OC | 6.2% | -25.3% | . | . | . | . | -4.0% | -9.0% | ?

More compounds:
SMILES | mIDH1 inhibitor | TrxR1 inh | TRHR ag | D2 antagonist | D2 ag | TRHR enhancer | TrxR1 substrate | Pin1 inhibitor | USP1 inh
CCOC(=O)c1c(C)[nH]c(C)c1S(=O)(=O)NCC1CCN(Cc2cccc(F)c2)CC1 | 2.6% | 20.2% | -0.4 | 73.9* | 1.3 | 1.8 | -2.6% | -8.4% | -12.9%
Cc1nc(N2CCN(C(=O)c3ccco3)CC2)[nH]c(=O)c1C | 12.8% | 20.9% | 0.3 | -1.2 | -0.3 | 7.1 | 5.3% | -6.2% | -19.6%
CCC1(c2ccc(F)cc2)NC(=O)N(CC(=O)NCc2ccc(F)cc2)C1=O (configuration not stated) | -10.0% | 38.7%[activator] | -0.3 | 0.9 | -1.8 | 24.4 | 6.2% | -7.9% | -8.8%
O=C(OCC(=O)N1CCN(C(=O)COC(=O)c2ccc(O)cc2O)CC1)c1ccc(O)cc1O | 4.9% | 6.1% | 0.1 | 10.8 | -0.1 | 1.8 | 9.9% | 39.8%[activator] | -22.8%
COc1ccc(-n2c(COc3cccc4cccnc34)nnc2SCC(=O)O)cc1 | 0.0% | 15.4% | 0.1 | -7.9 | -1.2 | 2.1 | -1.9% | -2.1% | -12.6%
CC1(C)C2CCC1(C)C(NCC(O)COc1ccc(C#N)cc1)C2 (configuration not stated) | 0.0% | 16.2% | 3.2 | 25.6 | 1.1 | -1.0 | -1.8% | -0.1% | -17.8%
CCc1nc2ccc(C(=O)N3CCN(c4cc(Cl)ccc4C)CC3)cc2nc1CC | -18.9% | 9.4%[57.1 µM] | 0.0 | . | 0.9 | 4.4 | -2.9%[57.1 µM] | -0.2% | -23.9%
NC1(N)OC(CN2C(=O)c3ccccc3C2=O)CS1 (configuration not stated) | 2.4% | 0.4% | -0.2 | -15.4 | -0.2 | 2.7 | -3.7% | -6.1% | -1.5%
Cc1cc(C)c(C#N)c(N2CCCC(C(N)=O)C2)n1 (configuration not stated) | 2.8% | -9.5% | 0.0 | 5.3 | -0.2 | -7.4 | 135.2%[activator] | -6.9% | -2.9%
O=C(Cc1ccc(Cl)cc1)Nc1ccccn1 | 1.1% | 4.1% | 0.0 | 26.6 | 0.0 | 6.8 | -0.6% | 4.9% | -3.9%
CC(C)CNC(=S)NNC(=O)CC(C)O (configuration not stated) | -5.8% | 14.3%[57.1 µM] | 1.1 | 6.8 | 0.3 | -4.3 | 4.6%[57.1 µM] | 0.9% | -6.8%
O=C(Nc1cccc(O)c1)c1c(O)c2ccccc2[nH]c1=O | 1.4% | 13.5% | -0.5 | 2.2 | -1.2 | 11.8 | 3.5% | -4.1% | -11.7%
Cc1onc(-c2ccccc2)c1C(=O)N1CCC(C)CC1 | 4.2% | -15.4% | -0.5 | 9.1 | -0.7 | 2.8 | -6.6% | -11.0% | -15.6%
O/N=C/c1ccnc(SCc2ccccc2)n1 | 4.7% | 4.1%[57.1 µM] | 0.5 | -5.2 | 0.3 | 2.0 | 5.2%[57.1 µM] | 5.4% | -6.0%
CCN(CC)c1ccc(NC(=O)Nc2cccc3ccccc23)cc1 | 9.2% | 30.2%[57.1 µM] | 1.0 | 7.1 | 0.4 | 6.9 | -10.7%[57.1 µM] | -2.1% | -26.7%
CC(NC(=O)c1ccco1)C(c1cccs1)N1CCN(c2ccccc2)CC1 (configuration not stated) | -5.7% | 11.7%[57.1 µM] | -0.8 | -24.4 | 5.7 | 4.1 | 8.7%[57.1 µM] | 1.2% | -10.4%
CCOC(=O)C1=C(c2ccccc2)Nc2ncnn2C1c1cc(OC)cc(OC)c1OC (configuration not stated) | 2.1% | 7.7% | -0.1 | 3.4 | 0.1 | 5.2 | -3.4% | -0.1% | -25.5%
CNC(=S)Nc1ccc2nc(C)oc2c1 | -6.5% | 4.3% | -0.4 | 15.9 | 0.4 | -2.3 | 4.1% | 0.8% | -28.8%
CC(=O)Nc1ccc(NC(=O)c2c([N+](=O)[O-])cnn2C)cc1 | 6.5% | 14.1% | -0.3 | 8.0 | -0.3 | -5.9 | 4.1% | -3.1% | -14.4%
O=C(COC(=O)CCS(=O)(=O)c1ccccc1)NC(=O)c1ccc(OC(F)F)cc1 | -1.6% | 9.7% | 0.1 | 7.1 | 0.9 | 4.0 | -4.9% | 3.5% | -8.1%
COC(=O)c1ccc([N+](=O)[O-])c(CS(=O)(=O)c2ccc(Cl)cc2)c1 | 0.0% | 1.2% | -1.3 | 7.7 | 0.7 | -0.3 | -4.9% | -7.8% | -23.5%
CCOC(=O)[C@@H]1[C@H]2COc3ccc(Br)cc3[C@@H]2N2C(=O)N(c3cccc(F)c3)C(=O)[C@@]12C | -4.2% | 21.1%[57.1 µM] | -0.1 | -6.7 | -0.3 | -11.4 | 2.5%[57.1 µM] | 23.6% | -22.0%
COc1cc(NC(=O)c2ccccc2NS(=O)(=O)c2ccc(Cl)s2)cc(OC)c1 | 3.2% | -6.6% | 4.7 | -7.7 | 5.7 | -8.1 | -4.5% | 6.8% | -12.3%
CCc1ccc(NS(=O)(=O)c2cc(-c3cnc(C4CC4)o3)ccc2C)cc1 | 12.5% | 15.5%[57.1 µM] | -1.4 | . | 0.3 | 4.6 | 2.6%[57.1 µM] | -0.5% | -29.6%
COc1ccc(-n2nnc3c(SCC(=O)N4CCCc5ccccc54)ncnc32)cc1 | 5.8% | 18.1% | . | . | . | . | 5.3% | 3.2% | -15.3%
Cc1ccc(NC(=O)CC2C(=O)NC3CCCCC3N2C(=O)c2ccc(F)cc2)cc1C (configuration not stated) | 12.9% | 16.0%[57.1 µM] | -0.6 | 24.2 | -0.4 | -8.1 | 12.0%[57.1 µM] | -8.3% | -1.8%
CC(C)C(C)NC(=O)CN1C(=O)NC(C)(c2ccc3ccccc3c2)C1=O (configuration not stated) | 0.0% | 16.5% | -0.2 | . | . | 0.7 | -1.0% | -0.2% | -19.0%
CC(OCc1ccccc1)C(NC(=O)OC(C)(C)C)C(=O)NCC1CCCO1 (configuration not stated) | 6.6% | 14.0% | -0.6 | 11.1 | -0.1 | 0.8 | 1.3% | -11.5% | -11.4%
CCn1c(SCC(=O)Nc2ccc(C)cc2)nnc1-c1ccc(O)cc1 | 11.2% | 27.8% | -0.6 | -15.8 | -2.0 | 2.7 | 7.8% | -12.3% | -8.0%
CC1CC(C)CN(CCCNC(=O)c2ccc3c(c2)N(Cc2ccccc2)C(=O)c2ccccc2S3=O)C1 (configuration not stated) | 4.0% | 10.1% | -0.8 | 14.2 | 0.1 | -4.5 | -3.3% | 0.2% | -5.5%

Retrieved by structure from the entries so far (two):
SMILES | mIDH1 inhibitor | TrxR1 inh | TRHR ag | D2 antagonist | D2 ag | TRHR enhancer | TrxR1 substrate | Pin1 inhibitor | USP1 inh
COc1ccc(CC(=O)Nc2cccc(C(=O)O)c2C)cc1 | 8.6% | 14.0% | -0.3 | 8.1 | 1.3 | -0.4 | 5.4% | -1.3% | 8.3%
CCOC(=O)[C@@H]1[C@H]2COc3ccc(Br)cc3[C@@H]2N2C(=O)N(c3cccc(F)c3)C(=O)[C@@]12C | -4.2% | 21.1%[57.1 µM] | -0.1 | -6.7 | -0.3 | -11.4 | 2.5%[57.1 µM] | 23.6% | -22.0%
